Dynein cargo inh = dynein cargo transport inhibition. 3617.4 mouse cells, GR-EGFP nuclear translocation imaging; test concentration mostly 20 µM; stimulated with dexamethasone, 1 µM; stronger effect = lower value. z-score, hits read low. hit rate 0.47% among 220,000. AID 1381;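 active = plate z-score of nuclear minus cytoplasmic receptor signal below a set negative limit, without overly bright fluorescence or cell loss, cut at about -3.5 in these data, passing the limit was not always enough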;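 note: z-score of nuclear minus cytoplasmic ring GR-EGFP intensity difference per well; some compounds called inactive have numbers as strong as hits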
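Schedule: 48 h induction, then 1 h compound, then 30 min agonist, 37 °C. Buffer or medium: tetracycline-free induction medium containing charcoal-stripped FBS. Reagent: 1.0 µM final dexamethasone stimulus. Evaluation: nuclear versus cytoplasmic GR-EGFP signal, averaged per well. Signal: high-content fluorescence imaging after fixation.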
M1AAP inhibition = P. falciparum M1AAP inhibitors, biochemical, fluorogenic H-Leu-NHMec substrate, 1536-well (AID 1445) | one-dose inhibition, % at 30 µM; IC50 in µM for titrated hits | hit rate 0.42% among 220,000 | recombinant M1AAP, H-Leu-NHMec fluorogenic kinetic assay; higher % means a stronger effect;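 active = primary inhibition above the hit cutoff, then over 50% inhibition at one or more dose response concentrations, cut at about 23% in these data, passing the limit was not always enough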;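 note: plate controls were DMSO full reaction for no effect and no enzyme background for full effect; strong numbers were not always called active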
Autophagy HCS = modulators of autophagy; MEF GFP-LC3 puncta imaging; test concentration mostly 10 µM; calls only at 10 µM (by protocol); hit rate 0.98% among 190,000;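 active = percentage of spot-positive cells more than 3 SD above its plate mean, without a fluorescence outlier flag or 80% toxicity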;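 note: spot-positive cell cutoff set from DMSO-treated cells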
K1F lysis inhibition = protection from phage-mediated lysis, alamar blue read-out – E. coli UTI89, K1F phage, bacterial capsule biogenesis inhibitors (AID 488966); one-dose inhibition, % at 100 µM; IC50 in µM for titrated hits; E. coli UTI89 K1F phage lysis, alamar blue, 2 h; higher % means a stronger effect; hit rate 0.02% among 340,000;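 active = phage lysis inhibition, versus mean bacterial control, above a set limit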;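 note: capsule biogenesis inhibitors block K1F phage lysis so surviving cells raise fluorescence; higher fluorescence means more inhibition of phage lysis; actives were called in the ten point dose series up to 300 µM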
CSM14.1 death rescue = rescue of cells from ER stress-induced death, primary screen, 384-well, CSM14.1, thapsigargin, ATP luminescence (AID 1222); CSM14.1 thapsigargin-induced death rescue, ATP luminescence; higher % means a stronger effect; cellular ATP content (survival), % at 20 µM, or EC50 in µM where a hit was titrated; 190,000 tested, under 10 active;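 active = EC50 below 50 µM in the dose-response confirmation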;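 note: death triggered by thapsigargin at about 15 µM added after 2 h compound pretreatment; cell ATP read after overnight thapsigargin exposure of roughly 18 to 22 hours; normalized against plate controls of thapsigargin alone and 5% DMSO vehicle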
M17LAP inhibition = P. falciparum M17LAP inhibitors, primary screen, biochemical, fluorogenic H-Leu-NHMec substrate, 1536-well (AID 1619) | inhibition, % at 30 µM; hits with a dose series show IC50 in µM | hit rate 0.38% among 220,000 | recombinant M17LAP, H-Leu-NHMec fluorogenic kinetic assay; higher % means a stronger effect;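 active = compound inhibiting the enzyme by more than half at any dose during confirmatory dose-response retesting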;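 note: plate controls were full reaction with DMSO carrier for no effect and no enzyme background for full effect; strong numbers were not always called active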
MT stabilizer = microtubule stabilization, imaging screen; HeLa tubulin immunostaining HCS, 24 h; share of cells brighter than vehicle mean+2SD; % tubulin-high responders, % at 10 µM; hit rate 0.83% among 200,000;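 active = plate Z-score above 3 for both tubulin-high and condensed-nucleus cell shares, with cell loss under 80%, at 10 µM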;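 note: anti alpha tubulin signal scored within the nucleus-defined area of each cell; some results filed as inactive read as strong as hits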
b-catenin transl = modulators of beta-catenin nuclear translocation; hit rate 0.3% among 190,000; HeLa beta-catenin nuclear translocation, immunofluorescence imaging; nuclear translocation activity, % at 5 µM;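 active = nuclear translocation activity above 50% at 5 µM, with a well cell count of 50 or more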;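 note: per-cell ratio of nuclear to cytoplasmic median beta-catenin stain intensity; plate controls were DMSO negative control for no effect and GSK-3 inhibitor IX positive control for full effect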
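Test system: human HeLa cells, endogenous beta-catenin. Times: 24 h compound exposure, 37°C. Measured by: beta-catenin immunofluorescence imaging with DAPI.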
Ins promoter up = MIN6 insulin promoter up-regulation | z-score at 5 µM | MIN6 insulin promoter-GFP reporter, high-content imaging; stronger effect = higher value | hit rate 0.3% among 190,000;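 active = z-score above 3 at 5 µM with at least 500 cells counted in the well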
Dynein cargo inh cytoplasmic EGFP = further read-out of Dynein cargo inh, marked with its call; z-score; measured here: cytoplasmic GR-EGFP intensity; stronger effect = higher value
Dynein cargo inh nuclear GR-EGFP = recorded beside Dynein cargo inh, whose call it bears; z-score; measured here: nuclear GR-EGFP intensity;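 lower value marks the stronger effect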
Dynein cargo inh cell count = also measured in Dynein cargo inh; calls as there; z-score; measured here: cell count per field
Ins promoter up cell count = second read-out of Ins promoter up, no call of its own (marks repeat the call); cell count; measured here: cytotoxicity, nuclei count;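 total cells summed across four imaged fields per well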
b-catenin transl cell count 5 µM = recorded beside b-catenin transl, whose call it bears; cell count; measured here: cell count, cytotoxicity flag
MT stabilizer Hoechst-high % = further read-out of MT stabilizer, marked with its call; % Hoechst-high responders; measured here: nuclear condensation Hoechst responders;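 share of cells brighter than vehicle mean plus two SD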
MT stabilizer cytotoxicity % = second read-out of MT stabilizer, no call of its own (marks repeat the call); toxicity, %; measured here: cytotoxicity by cell density;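 0% = mean cell density of plate MIN control wells and 100% = no cells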
Autophagy HCS cell loss 18 h = recorded beside Autophagy HCS, whose call it bears; toxicity, %; measured here: cell loss, nuclei count;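 cell loss after 18 h compound exposure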
An asterisk follows results filed as active; i = inactive; x = not tested or not shown.

SMILES	Dynein cargo inh	Dynein cargo inh cytoplasmic EGFP	Dynein cargo inh nuclear GR-EGFP	Dynein cargo inh cell count	M1AAP inhibition	Autophagy HCS	Autophagy HCS cell loss 18 h	K1F lysis inhibition	CSM14.1 death rescue	M17LAP inhibition	MT stabilizer	MT stabilizer Hoechst-high %	MT stabilizer cytotoxicity %	b-catenin transl	b-catenin transl cell count 5 µM	Ins promoter up	Ins promoter up cell count
CCOc1ccc(-n2c(-c3ccc(Cl)cc3)c[n+]3c2SCC3)cc1	1	-0.23	0.72	-0.87	0%	i	13	-0.4%	x	-3%	4.1	2.7	5.9	1.7	1075	-0.63	1216
CCN(CC(=O)Nc1ccc([N+](=O)[O-])cc1OC)CC(=O)NC(C)(C)C	1.5	-0.18	0.36	-0.81	1%	i	11	-0.2%	-1.9%	12%	3.5	3.3	9.1	-4.9	518	1.1	1153
O=C(Nc1nc2ccccc2s1)c1ccc(F)cc1	-0.5	-0.31	0.04	0.43	x	i	-13	-0.3%	-3.9%	x	0.7	1.4	4.7	1.3	955	-0.79	1451
O=C(CSc1nnc(-c2cccs2)n1-c1ccccc1)c1ccc2c(c1)OCCO2	x	x	x	x	x	x	x	0.0%	0.5%	x	x	x	x	-0.3	1183	0.17	1278
CCCCOC(=O)Cn1c(=N)n(CCN2CCOCC2)c2ccccc21	-0.46	-0.26	-0.065	-0.42	x	i	-9	-0.3%	x	x	1.5	1.6	5.8	x	x	x	x
O=C(NC1=NCCS1)c1ccncc1	-0.8	-0.17	-0.39	0.8	-1%	i	-7	0.6%	0.8%	4%	2.5	4.2	4.4	-8.5	1092	0.08	1103
Cc1c(-n2c(SCC(=O)NC(C)C)nc3ccccc3c2=O)c(=O)n(-c2ccccc2)n1C	-0.95	-0.29	-0.64	0.96	0%	i	6	0.5%	-1.0%	-4%	3.4	1.3	3.6	0.4	1071	-0.87	1263
O=C(Cn1cnc2cc([N+](=O)[O-])ccc2c1=O)Nc1ccc(Br)cc1	0.14	-0.11	0.13	0.51	6%	x	x	-0.1%	x	-1%	x	x	x	0.4	1375	0.22	1435
CN(CCc1cn[nH]c1)Cc1nc(Cc2ccccc2)no1	1.1	-0.2	0.9	-0.78	1%	i	13	0.7%	0.3%	-1%	4.5	2.2	7.3	0.1	1466	-0.32	1621
CCOc1ccc2nc(SC3CC(=O)N(c4cccc(OC)c4)C3=O)sc2c1 (stereo unspecified)	-1	-0.011	-0.72	0.59	0%	i	0	4.2%	-1.4%	3%	2.7	3.4	1.7	-0.3	1152	0.24	1335
C=CCOc1cccc(NC(=O)c2ccccc2SC)c1	-0.26	-0.17	-0.34	-0.66	-12%	i	-2	0.5%	0.0%	-1%	3.5	2.1	1.7	-0.7	1501	x	x
CC1CCN(c2ccc(NC(=S)NC(=O)c3ccc(-c4cccc([N+](=O)[O-])c4)o3)cc2)CC1	-0.83	0.87	-0.096	0.38	-2%	i	-8	4.6%	-2.3%	7%	1.2	0.7	6.6	3.5	1011	0.88	909
C[n+]1ccccc1C1CCCC/C1=N\NC(N)=S (stereo unspecified)	0.19	-0.12	0.4	0.2	1%	i	8	-0.4%	-10%	-2%	3.0	3.0	3.0	1.1	1184	0.31	1230
COc1ccc(CNC(=O)CSc2nnc3nc(C)cc(C)n23)cc1OC	-0.031	-0.059	0.62	-1	-2%	i	-4	0.3%	0.0%	0%	5.4	3.7	4.9	-5.2	1065	0.34	1289
c1ccc(Cc2nnc(Sc3ccccc3)c3ccccc23)cc1	-2.4	0.051	-1.2	0.27	8%	i	-3	3.6%	-0.2%	-3%	1.2	2.0	4.9	x	x	x	x
CCOCCCNC(=S)NNC(=O)CCn1nc(C)c(Br)c1C	-0.48	-0.17	0.1	1.7	-8%	i	-15	4.1%	2.3%	5%	1.2	1.2	12	-3.7	1173	0.81	1041
COCCN1C(=O)/C(=C/c2ccc(OCc3ccc(C(=O)O)cc3)c(OC)c2)SC1=Nc1ccccc1	0.12	-0.21	0.11	-0.89	10%	i	7	-1.2%	-2.6%	37%	4.7	2.7	0.1	x	x	-0.11	1259
CCc1ccc(C(=O)COC(=O)c2cnc(C)cn2)cc1	-1.4	-0.36	-0.71	8.3	7%	i	32	0.5%	-1.5%	8%	3.5	2.1	5.9	-1.3	1057	-0.08	1111
Cc1cc(C)cc(OCC(=O)NNC(=O)c2cc3ccccc3oc2=O)c1	1.1	-0.22	0.88	-0.2	-1%	i	-31	0.6%	-1.7%	-9%	4.1	1.4	6.2	-0.2	1283	0.37	1561
CCn1c(SCC(=O)Nc2cccc(C(C)=O)c2)nnc1C(C)C	1.4	-0.16	0.93	-0.93	-6%	i	31	0.5%	0.4%	9%	1.2	3.2	19	-2.1	890	0.29	1373
O=C(Nc1ccccc1C(F)(F)F)C1CC(=O)N(c2ccccc2F)C1 (stereo unspecified)	-0.58	-0.27	-0.88	-0.18	0%	i	-3	0.2%	1.1%	1%	2.8	1.5	7.5	0.2	1023	0.63	1652
CC(C)CN1C(=S)SC(C)(C)C1n1oc(=O)n(-c2ccccc2)c1=O (stereo unspecified)	1.9	-0.077	1.1	-1.3	-1%	i	18	0.1%	-3.3%	4%	1.8	3.9	9.0	-0.4	858	x	x
O=C1NC(=Nc2ccccc2)SC1Cc1ccccc1 (stereo unspecified)	0.36	-0.24	-0.12	0.59	2%	i	27	x	1.0%	3%	2.2	2.0	7.6	0.4	811	0.07	1668
COC(=O)Cn1cc(C(=O)OC)c2ccccc21	1.7	-0.013	2.1	-2.3	21%	i	-2	1.1%	x	-9%	2.4	2.3	0.5	2.2	886	0.01	1081
CSc1nncn1/N=C/c1ccc([N+](=O)[O-])cc1	-0.57	-0.3	-0.0067	-0.11	6%	i	1	3.6%	-0.3%	3%	4.6	3.0	7.9	1.6	996	0.08	1171
Cc1noc(NS(=O)(=O)c2ccc(NC(=O)CS(=O)(=O)c3ccccc3)cc2)c1C	-0.55	-0.19	0.18	0.041	10%	i	4	-0.1%	-3.3%	-15%	3.3	1.6	28	0.5	1024	0.79	1251
Cc1cccc(-c2noc(Cc3ccc(Cl)cc3)n2)c1	-0.071	-0.26	0.1	-0.73	-2%	i	-5	0.2%	0.0%	-20%	1.8	2.2	16	-0.5	1050	0.5	1339
CCCCC(=O)NC(c1cccc([N+](=O)[O-])c1)c1c(OC(C)=O)ccc2ccccc12 (stereo unspecified)	0.76	-0.22	0.31	-0.44	5%	i	6	0.4%	5.0%	5%	5.0	1.9	3.6	0.9	452	0.22	1286
COCNc1nc(OCC#N)nc(N(C)C)n1	-1.1	-0.2	-0.32	0.88	3%	i	1	0.5%	0.4%	8%	2.3	1.6	11	-0.5	725	x	x
COCCNC(=S)N/N=C(\C)c1cccc(C(F)(F)F)c1	0.44	-0.23	0.24	-0.013	-2%	i	-3	2.7%	-0.6%	-3%	3.5	2.4	9.0	-2.4	1135	0.6	1157
COc1ccccc1N1CCN(CC(=O)c2c(C)n(C)c3ccccc23)CC1	1.2	-0.17	0.66	-1.2	5%	i	9	0.3%	-0.4%	-1%	2.6	2.8	6.0	-0.2	1086	-1	881
Cn1c(SCC(=O)N2CCN(c3ccccc3)CC2)nnc1-c1ccccc1	0.15	-0.2	0.2	0.14	8%	i	0	0.8%	-1.9%	-7%	2.1	1.2	2.0	0.1	756	-1.4	1050
Cc1nnc(SCc2nnc(-c3cccs3)o2)n1Cc1ccccc1	0.39	-0.24	0.46	0.53	1%	i	-6	3.0%	x	-1%	3.5	4.0	5.7	0.5	1112	0.08	1055
O=C(COc1ccc(Br)cc1CO)Nc1ccc(F)cc1	0.16	-0.11	-0.082	0.17	2%	i	1	0.8%	-2.6%	2%	2.7	1.9	4.3	0.7	985	-0.26	1293
CCOC(=O)CCNC(=O)c1ccccc1Br	-0.23	-0.23	0.1	0.022	6%	i	9	1.9%	x	7%	5.2	1.3	2.2	-2.8	993	0.38	1357
O=C(CSc1nnnn1-c1ccc(O)cc1)c1cc2ccccc2o1	0.12	-0.29	0.14	0.51	3%	x	x	-1.4%	x	6%	x	x	x	-0.8	1360	x	x
CCn1cc(CNCc2cn[nH]c2-c2cc3ccccc3o2)cn1	-0.24	-0.18	-0.0094	-0.47	6%	i	9	-0.9%	-0.1%	4%	4.2	1.4	5.2	0.6	970	-0.31	1340
Cn1c(SCC(=O)NNC(=O)c2ccc(Br)cc2)nnc1-c1cccnc1	-0.56	-0.29	-0.33	1.1	11%	i	5	0.2%	x	24%	1.3	1.5	12	1.0	1058	-0.18	1272

Pulled by structure from above:
SMILES	Dynein cargo inh	Dynein cargo inh cytoplasmic EGFP	Dynein cargo inh nuclear GR-EGFP	Dynein cargo inh cell count	M1AAP inhibition	Autophagy HCS	Autophagy HCS cell loss 18 h	K1F lysis inhibition	CSM14.1 death rescue	M17LAP inhibition	MT stabilizer	MT stabilizer Hoechst-high %	MT stabilizer cytotoxicity %	b-catenin transl	b-catenin transl cell count 5 µM	Ins promoter up	Ins promoter up cell count
CCn1cc(CNCc2cn[nH]c2-c2cc3ccccc3o2)cn1	-0.24	-0.18	-0.0094	-0.47	6%	i	9	-0.9%	-0.1%	4%	4.2	1.4	5.2	0.6	970	-0.31	1340
COCNc1nc(OCC#N)nc(N(C)C)n1	-1.1	-0.2	-0.32	0.88	3%	i	1	0.5%	0.4%	8%	2.3	1.6	11	-0.5	725	x	x

Source: PubChem (several laboratories)
